Screens (PubChem)
Tau FP inhib: inhibitors of human tau fibril formation; P10636; K18 P301L tau heparin fibrillization, Alexa594 FP, 6 h; Potency, µM (doses to about 57.7 µM), for the others: top-dose activity, negative = inhibition, usual class: inhibitors; actives 0.39% (n = 280,000); further: on the % scale 0 is the no-effect control and ±100 the full control effect; nearly all actives have a fitted effect of over 55% in size
Target sequence (P10636 561-689 P618L limits assumed): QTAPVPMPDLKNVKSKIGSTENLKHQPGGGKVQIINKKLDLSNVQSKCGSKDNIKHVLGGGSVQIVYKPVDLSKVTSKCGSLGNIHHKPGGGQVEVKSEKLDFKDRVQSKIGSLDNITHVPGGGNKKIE
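Human tau K18 […] P301L fragment, 15 uM unlabeled plus 0.24 uM Alexa 594-labeled tau (final), with compound and 20 uM heparin in 100 mM sodium acetate pH 7; 6 hr at 37 C, then Alexa 594 FP read.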
Tau ThT inhib: tau fibrillization inhibition (ThT binding); P10636; recombinant tau K18 P301L, heparin-induced fibrillization, ThT fluorescence; Potency, µM (highest dose often 57.4 µM), for inactives: at the top dose activity, negative = inhibition, usual class: inhibitors; actives 2.1% (n = 270,000); further: on the % scale 0 is the no-effect control and ±100 the full control effect; nearly all actives have a fitted effect of over 55% in size
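K18 P301L tau (15 uM + 0.24 uM Alexa 594-tagged), heparin 20 uM, NaOAc pH 7, 6 h 37 C; ThT 30 uM, 1 h RT, ex 450/em 510 nm.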
HTT aggregate: mutant huntingtin aggregation inhibition; AID 1688; PC12 HttQ103-GFP aggregates, Acumen cytometry, 40 h; Potency, µM (doses to about 46.1 µM), without a hit: at the top dose activity change, negative = inhibition, most hits filed as inhibitors; actives 1.1% (n = 220,000); further: on the % scale 0 is the no-effect control and ±100 the full control effect; nearly all actives have a fitted effect of over 60% in size
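Read-out: GFP aggregate count by laser scanning cytometer (488 nm excitation, 500-530 nm emission, 1–25 µm objects >6 SD above background). Cells: PC12, inducible HTTex1-Q103-GFP, 100 nM tebufenozide; compounds titrated.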
Tau fluor cs: counter-screen for tau fibril formation inhibitors; actives 0.93% (n = 280,000); tau K18 P301L Alexa594 fluorescence, heparin fibrillization; Potency, µM (series often up to 57.7 µM), inactives show at the highest dose activity change, negative = decrease; further: on the % scale 0 is the no-effect control and ±100 the full control effect; nearly all actives have a fitted effect of over 55% in size
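Human tau K18 P301L (15 uM unlabeled, 0.24 uM Alexa 594-labeled) in 100 mM sodium acetate pH 7 with 20 uM heparin, 6 hr at 37 C. ThT 30 uM added, 1 hr ambient; Alexa 594 FP and total fluorescence read at 555/632 nm.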
ALDH1A1 block: inhibitors of human aldehyde dehydrogenase 1A1; P00352; Purified ALDH1A1, NADH fluorescence, propionaldehyde substrate; Potency, µM (highest dose often 75.3 µM), without a hit: at the highest dose activity, negative = inhibition, usual class: inhibitors; actives 7.3% (n = 220,000); AID 1030; active means well fitted inhibition curve with a large enough effect, not every such curve was filed as active; inconclusive means small, poorly fitted or top-dose-only effect, or another doubt; inactive means no such curve, though single readings can be large or run the other way;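 further: plate controls were no enzyme wells and a reference inhibitor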
Target sequence (P00352 whole entry, looked up): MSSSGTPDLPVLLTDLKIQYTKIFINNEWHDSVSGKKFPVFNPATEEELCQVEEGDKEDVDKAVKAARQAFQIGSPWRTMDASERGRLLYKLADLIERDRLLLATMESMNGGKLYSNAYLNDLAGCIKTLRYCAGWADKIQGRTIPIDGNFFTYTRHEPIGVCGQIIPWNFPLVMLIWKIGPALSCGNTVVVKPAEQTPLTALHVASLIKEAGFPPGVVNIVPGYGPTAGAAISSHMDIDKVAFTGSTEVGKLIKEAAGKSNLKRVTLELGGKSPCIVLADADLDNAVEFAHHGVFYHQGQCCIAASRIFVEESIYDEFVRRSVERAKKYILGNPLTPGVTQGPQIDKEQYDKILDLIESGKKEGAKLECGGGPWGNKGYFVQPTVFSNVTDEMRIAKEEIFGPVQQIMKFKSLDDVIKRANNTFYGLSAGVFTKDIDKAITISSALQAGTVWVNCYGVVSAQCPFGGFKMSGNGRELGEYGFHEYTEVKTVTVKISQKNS
JMJD2E inh: JMJD2E (human) inhibition | B2RXH2 | JMJD2E catalytic domain, FDH-coupled NADH fluorescence (FDH is formaldehyde dehydrogenase) | Potency, µM (series often up to 57.1 µM), without a hit: at the top dose activity change, negative = inhibition, most hits filed as inhibitors | actives 1.6% (n = 230,000) | AID 2147; active means well fitted inhibition curve with a large enough effect, not every such curve was filed as active; inconclusive means small, poorly fitted or top-dose-only effect, or another doubt; inactive means no such curve, though single readings can be large or run the other way;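 further: 0% = wells with enzyme and -100% = buffer wells without enzyme; nearly all actives have a fitted effect of over 50% in size; many of its hits are not listed in these tables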
Target sequence (B2RXH2 1-337 limits assumed): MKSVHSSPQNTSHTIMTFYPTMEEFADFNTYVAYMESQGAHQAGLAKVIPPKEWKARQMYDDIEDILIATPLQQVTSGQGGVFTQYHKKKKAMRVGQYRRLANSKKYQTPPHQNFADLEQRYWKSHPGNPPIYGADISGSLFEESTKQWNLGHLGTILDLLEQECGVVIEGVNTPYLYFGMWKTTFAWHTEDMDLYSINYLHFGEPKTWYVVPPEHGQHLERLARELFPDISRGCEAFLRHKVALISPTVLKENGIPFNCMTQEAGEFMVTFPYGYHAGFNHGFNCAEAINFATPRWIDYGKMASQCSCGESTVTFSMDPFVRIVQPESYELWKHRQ
HTT ATP protect: cytoprotection in Huntington HTT-Q103 PC12 cell model; PC12 HTT-Q103 induced, cytoprotection, ATP luminescence, 40 h; Potency, µM (top dose mostly 56.4 µM), without a hit: cytoprotection (ATP increase), hits mostly activators; actives 0.14% (n = 230,000); AID 1471;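 further: % of control where 0% means no effect; nearly all actives have a fitted effect of over 45% in size; toxic huntingtin expression switched on by the ecdysone agonist tebufenozide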
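Huntington model: PC12 line, ecdysone-inducible HTTQ103 exon1–GFP, tebufenozide 100 nM. Test articles in a dose series. Endpoint luminescence from cellular ATP.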
SMN2 splice up: enhancers of SMN2 splice variant expression. actives 2.8% (n = 210,000). AID 1458. HEK293 SMN2-luciferase splicing reporter, luminescence, 30-36 h. Potency, µM (doses to about 46.1 µM), without a hit: at the highest dose activity change, positive = activation, actives largely listed as activators; further: % of control where 0% means no effect; nearly all actives have a fitted effect of over 55% in size
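qHTS luciferase splicing reporter: luminescence rises when SMN2 exon 7 is included in transfected HEK293 cells. Compound exposure lasted 30-36 h at 37C, with 4.5 mM final sodium butyrate as control, followed by a ONE-Glo read.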
Numbers without * were called inactive; ? = inconclusive; . = no result given; & = joins results of further samples; [ ] = dose if it differs, or a comment. Unless noted, the call rests on the fitted dose curve; in most records, active means well fitted curve in the direction sought with a large enough effect; inconclusive means small, poorly fitted or top-dose-only effect, or another doubt; inactive means no such curve, though single readings can be large; an effect the other way counts as inactive or inconclusive. Potency means the concentration at half of the fitted maximal effect. An excerpt. The share of hits here may be higher or lower than overall.

SMILES	Tau FP inhib	Tau ThT inhib	HTT aggregate	Tau fluor cs	ALDH1A1 block	JMJD2E inh	HTT ATP protect	SMN2 splice up
COc1cccc(NC(=O)Nc2cnccn2)c1	6%	2%	-8%	-1%	3%	-27%	-21%	.
CCOC(=O)CCC(NC(=O)CCCCCCCC(=O)NC(CCC(=O)OCC)C(=O)OCC)C(=O)OCC (stereo not given)	12%	-2%	-2%	-2%	8%	5%	5%[10 µM]	-12%[1.84 µM]
COC(=O)c1nc(N)sc1-c1ccccc1	-2%	9%	-4%	7%	?	?	-2%[10 µM]	?
C(=N\Nc1nc(-c2ccccc2)cs1)/c1cccnc1	12%	16µM*	3%	16µM*[quencher]	-13%	-7%	-5%[10 µM]	22µM*
Nn1cc(-c2ccccc2)nc1SCC(=O)NCC1CCCO1 (stereo not given)	5%	-1%	24%	2%	-1%	9%	?	24%
O=C(O)c1ccc2cccc(O)c2n1	-1%	-6%	-3%[9.22 µM]	0%	9%	72%[activator]	9%[10 µM]	.
Cc1ccccc1NC(=O)COc1ccc2oc3c(c2c1)CCCC3	?	-4%	.	-9%	.	.	.	-2%
O=c1c2ccccc2c(-c2ccccc2)nn1-c1cc(Cl)cc(Cl)c1	-11%	-1%	18%[9.22 µM]	-10%	.	-2%	19%[10 µM]	.
CCCCCCOc1ccc(N2C(=O)CC(N(CCc3ccc(S(N)(=O)=O)cc3)C(C)=O)C2=O)cc1 (stereo not given)	3%	-11%	.	-3%	-9%	-2%	.	-23%
Cc1c2cnn(CC(=O)NC(C)C)c(=O)c2c(C)n1Cc1cccc(Cl)c1	-3%	3%	.	-3%	.	.	.	11%
O=C(CC1NCCNC1=O)NC1Cc2ccccc2C1 (stereo not given)	-4%	-10%	39%[9.22 µM]	-16%	.	1%	22%[10 µM]	.
CCC(=O)Nc1ccc(C(=O)NNC(=O)c2ccccc2)cc1	-1%	-8%	-9%[9.22 µM]	-9%	6%	-2%	1%[10 µM]	.
COC(=O)C(C)Sc1nc2c(c(=O)n(C)c(=O)n2C)n1CCC(C)C (stereo not given)	-6%	-14%	-4%	-6%	?	6%	.	-16%
CCOc1ccccc1/C=N/NC(=O)Cc1csc(Nc2cccc(C(F)(F)F)c2)n1	11%	-17%	23%	20µM*[quencher]	?	-17%	14%	27%
CS(=O)(=O)N(CC(=O)NCc1ccco1)c1ccc(Cl)c(C(F)(F)F)c1	0%	-2%	-7%	-10%	-2%	-3%	3%	-33%
S=C(Nc1cccc(Cl)c1)Nc1ccccc1Oc1ccccc1	?	-3%	-16%	?	?	5%	-48%[inhibitor]	-6%
CCOC(=O)/C(C#N)=C\c1ccc(N2CCN(C/C=C/c3ccccc3)CC2)cc1	-1%	?	-9%	-27%	?	-12%	26%[10 µM]	-29%
C=CCN(CC=C)c1nc2ccccc2nc1C(C#N)C(=O)OC(C)C (stereo not given)	1%	?	21%	-13%	?	?	17%[10 µM]	-31%[inhibitor]
NC(=O)CCC(NS(=O)(=O)c1ccc(Cl)cc1)C(=O)NCc1ccc(Cl)cc1 (stereo not given)	-3%	5%	?	2%	0%	?	-51%[inhibitor][10 µM]	-12%
N#CCOc1ccc(C2=NO[C@@H]3[C@@H]4C[C@@H]([C@H]5C(=O)N(c6ccc7c(c6)OCO7)C(=O)[C@@H]45)[C@H]23)cc1	2%	-14%	?	-23%	0%	5%	35%[10 µM]	2%
COc1ccc(S(=O)(=O)NCCc2nnc3ccc(SCC(=O)Nc4cc(C)on4)nn23)cc1	4%	0%	-11%	3%	?	-4%	3%	3%
COc1ccc(-c2cc(C(F)(F)F)c(C#N)c(=O)[nH]2)cc1	-9%	?	3%[9.22 µM]	-20%	.	?	1%[10 µM]	.
C/C(=N/NC(=O)c1ccccn1)c1c[nH]c2ccccc12	6%	?	-8%[9.22 µM]	-14%	.	-8%	-26%[10 µM]	.
CCOc1ccc(CNC(=S)N/N=C\c2ccc([N+](=O)[O-])cc2)cc1	-4%	?	2%	?	3.2µM*	-14%	2%[10 µM]	-38%[inhibitor]
COc1cnn(C(C)(C)C)c(=O)c1Cl	0%	-5%	10%	-5%	5%	1%	4%	-4%
C/C(CC(=O)Nc1cccc(F)c1)=N\NC(=O)C(=O)NC1CCCCC1	0%	-9%	-14%	-4%	-7%	7%	16%[10 µM]	4%
COc1ccccc1[C@H]1C(c2ccc(F)cc2)=NN(c2ccccc2)[C@@H]1CO	?	?	.	?	?	.	-170%[inhibitor]	.
CCOCCCN(Cc1ccco1)C(=O)c1cc2c(=O)[nH]c3ccc(C)cc3c2s1	3%&9%	-23%&-17%	-7%	-17%&-19%	?	?	-19%	-4%&-42%
Cc1c(N=Cc2cccnc2)c(=O)n(-c2ccccc2)n1C	6%	-10%	4%	7%	10%	-28%	12%[10 µM]	-16%
COc1ccccc1NC(=O)c1ccc(N)cc1	2%	-12%	-4%	2%	-9%	2%	-27%	-8%
CCOC(=O)c1cc2sccc2n1CC(=O)Nc1ccc(OC)cc1	-1%	-5%	6%	-14%	6%	17%	-11%	0%
O=C(O)C1CC=CCC1C(=O)Nc1ccc(S(=O)(=O)N2CCCc3ccccc32)cc1 (stereo not given)	6%	-5%	7%	2%	22µM*	-3%	-15%	?
O=S1(=O)CC/C(=N\O)c2ccccc21	8%	-1%	18%	1%	7%	-2%	8%[10 µM]	23%
Fc1ccc(Nc2nc(N/N=C/c3ccco3)nc(N3CCCCC3)n2)cc1	-6%	-11%	?	?	?	8%	-125%[inhibitor]	-24%
O=C1C2C3CCCC3=C3CCCC3C2C(=O)N1c1ccc(Cl)cc1 (stereo not given)	-10%	-14%	-32%	-15%	8%	4%	5%	-5%
CN1C(=O)C2(OCC(COc3ccc(Cl)cc3)O2)c2ccccc21 (stereo not given)	-10%	-15%	1µM*	-27%	3%	-11%	11%	-3%
O=C(C1CCCCN1S(=O)(=O)c1ccc(F)cc1)N1CCN(c2ccccc2F)CC1 (stereo not given)	1%	-11%	-3%	-1%	-10%	-1%	15%[10 µM]	-12%
Cc1ccc(S(=O)(=O)N2CCCCC2)cc1NC(=O)C1CC(=O)N(Cc2ccccc2)C1 (stereo not given)	2%	4%	-3%	-4%	?	5%	3%[10 µM]	5%[1.84 µM]
Cc1ccc(NC(=O)c2cncc(Br)c2)c([N+](=O)[O-])c1	7%	-8%	-1%	-8%	11%	-3%	-1%[10 µM]	21%
O=C(Cn1nnc2ccccc21)N/N=C/c1ccco1	0%	1%	18%	-4%	3%	-6%	2%[10 µM]	9%[1.84 µM]
CSC1=NCCN1C(=O)Cc1cccs1	-2%	-11%	3%	-6%	-6%	-6%	9%	-6%
Cc1ccc(C(=O)OC[C@H]2O[C@H](Cl)C[C@@H]2OC(=O)c2ccc(C)cc2)cc1	3%	-17%	.	-2%	3%	7%	?	6%
O=C(NC1=NCCS1)c1cc(-c2cccc(Br)c2)nc2ccccc12	?	?	-21%	?	?	-5%	13%[10 µM]	-38%
CC(=O)Nc1c(C(=O)c2ccccc2)oc2ccccc12	3%	-12%	-6%	-7%	?	-3%	-15%	.
CCNC(=O)CC1C(=O)N(c2ccc(F)cc2)C(=S)N1CCc1ccncc1 (stereo not given)	-1%	-9%	-13%	-6%	-5%	1%	-18%	5%
CCCc1cc(=O)n2[nH]c(C)c(-c3ccccc3)c2n1	4%	-4%	-5%	6%	?	?	-25%[0.074 µM]	.
O=C(NNC(=O)C1CCN(Cc2ccc(Cl)c(Cl)c2)CC1)c1cccs1	5%	1%	12%[9.22 µM]	-5%	2%	5%	-21%	-40%[inhibitor]
COCCN(C(=O)Cc1cccs1)C(C(=O)NCc1ccc(OC)cc1)c1ccc(C(C)C)cc1 (stereo not given)	-5%	?	17%	-20%	0.28µM*	-7%	36%[10 µM]	-3%
O=C(c1ccccc1Oc1nnnn1-c1ccccc1)N1CCOCC1	3%	-6%	4%	4%	0%	-2%	-14%[0.074 µM]	-6%
NC(N)=N/N=C/c1ccccc1	3%	3%	-17%	-4%	-4%	11%	8%	3%
O=C(O)CCCN1C(=O)c2ccc(C(=O)c3cccc([N+](=O)[O-])c3)cc2C1=O	-10%	-3%	12%	-10%	-3%	-8%	-23%	-6%
OC(CNc1ccccc1)COc1ccc(OCC(O)CNc2ccccc2)cc1 (stereo not given)	10%	2.8µM*	11µM*	10µM*[quencher]	4%	-3%	-75%[inhibitor]	-46%[inhibitor]
Cc1ccccc1/C=N\NC(=O)c1ccccc1-n1cccc1	5%	-8%	-15%	-9%	-1%	-4%	25%	-10%
CC(C)COC(=O)C1C(=O)CC(C)(O)C(C(=O)OCC(C)C)C1c1cccnc1 (stereo not given)	-4%	-8%	6%	-9%	7%	7%	-5%	13%
Cc1cc(C(=O)Cn2c(CO)nc3ccccc32)c(C)n1C	1%	-4%	-15%[9.22 µM]	-8%	.	-3%	12%[10 µM]	.
Cc1ccc(CNC(=O)CN2CCN(Cc3ccc(Cl)cc3)C2=O)cc1	-4%	-6%	-19%	-8%	-1%	-5%	-2%	-26%
COC(=O)CCC(=O)N1CCOCCOCCOCC1	3%	3%	-2%[9.22 µM]	10%	8%	0%	12%[10 µM]	3%
CCOC(=O)c1sc2ncn(C(CC)C(=O)OCC)c(=O)c2c1C (stereo not given)	1%	-9%	3%	-11%	-1%	-8%	-13%[10 µM]	-10%
O=C(O)c1cc(-c2ccc3c(c2)OCCO3)n[nH]1	-4%	-2%	-5%[9.22 µM]	-5%	12%	?	-16%[10 µM]	.
c1ccc(-c2noc(-c3cccnc3)n2)cc1	-5%	-4%	-7%	1%	-3%	2%	-27%[10 µM]	?

Two entries from above, with values under each structure:
Each structure is followed by: Tau FP inhib	Tau ThT inhib	HTT aggregate	Tau fluor cs	ALDH1A1 block	JMJD2E inh	HTT ATP protect	SMN2 splice up
> Cc1ccccc1/C=N\NC(=O)c1ccccc1-n1cccc1
→ 5%	-8%	-15%	-9%	-1%	-4%	25%	-10%
> CS(=O)(=O)N(CC(=O)NCc1ccco1)c1ccc(Cl)c(C(F)(F)F)c1
→ 0%	-2%	-7%	-10%	-2%	-3%	3%	-33%
